# PKA-R1A act = activates the PKA-R1A holoenzyme complex. 340,000 compounds, 0.083% hits. PKA-R1A dissociation, Cy5-IP20 fluorescence polarization; scaled: DMSO 0%, 113 µM cGMP 100%. activation, % at 11.4 µM. P00514+P68181;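 active = percent activation above the mean of all tested compounds plus 3 SD, cut at about 19% in these data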;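 note: higher means more PKAc released from R1A so a rise in polarization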
# E coli growth = counter-screen for AddAB inhibitors: E. coli growth inhibition. E. coli V3065 growth, OD600 absorbance, 18 h. inhibition, % at 11.9 µM. 330,000 compounds, 0.27% hits. AID 449728;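 active = inhibition above the campaign's mean inhibition across all tested compounds plus 3 SD, cut at about 9.9% in these data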;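 note: uninfected addAB+ strain grown without phage in ampicillin broth; 0% = DMSO wells and 100% = ciprofloxacin 0.95 µg/ml wells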
# PfHsp90 set2 = growth inhibition of yeast expressing Plasmodium Hsp90 | S. cerevisiae expressing PfHsp90, BacTiter-Glo ATP, 48 h; yeast lacking PDR1 and PDR3 efflux regulators | inhibition, % at 9.4 µM | 310,000 compounds, 0.32% hits | AID 504621;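 active = every replicate shows inhibition above about 80%, whatever the replicate mean, limit read from the data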;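 note: 0% = DMSO neutral controls and 100% = 20 µM radicicol positive controls; yeast relying on Plasmodium falciparum Hsp90 in place of its own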
# SUMO Mot1 rescue = blocks SUMOylation pathway, rescuing yeast Mot1-301 growth. S. cerevisiae Mot1-301 growth rescue, ATP luminescence, 38.5C; percent above DMSO median, 100 means doubled. growth rescue, % at 18.8 µM. 320,000 compounds, 1% hits. AID 2716;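 active = every valid replicate shows activation above 250% relative to neutral control wells; inactive = the rest, any valid replicate at or below 250%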;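 note: OY570 slx delta 5 strain wells were the positive control but not used for scaling; some compounds called inactive have numbers as strong as hits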
# HTR5A ag = activates human HTR5A in OPRM1-OPRD1 agonist counter-screen | P47898 | HTR5A agonist assay, luminescence, cell-based | activation, % at 9.3 µM | 340,000 compounds, 0.61% hits; in the data active = activation mostly above about 9.5%, no sharp cut-off; inactive = mostly below about 7.6%;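 note: 0% = cells with vehicle only and 100% = reference agonist; strong numbers were not always called active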
# HTR5A inv ag = inverse agonist of human HTR5A in OPRM1-OPRD1 counter-screen. HTR5A cell line, luminescence, inverse agonism. inhibition, % at 9.3 µM. 340,000 compounds, 0.083% hits; in the data active = inhibition mostly above about 23%, no sharp cut-off; inactive = mostly below about 18%;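 note: 0% = cells with DMSO and 100% = no-cell wells with DMSO; some compounds called inactive have numbers as strong as hits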
# OPRM1-OPRD1 ag = agonists of human mu-delta opioid receptor heterodimerization. P35372+P41143. cells, OPRM1-OPRD1 heterodimerization, luminescence. activation, % at 9.3 µM. 340,000 compounds, 0.3% hits. AID 504326; in the data active = activation above about 18%;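 note: 0% = vehicle-treated cells and 100% = reference agonist; values of inactives mirror those of a sister screen read the other way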
# Target sequence (P35372 whole entry, looked up): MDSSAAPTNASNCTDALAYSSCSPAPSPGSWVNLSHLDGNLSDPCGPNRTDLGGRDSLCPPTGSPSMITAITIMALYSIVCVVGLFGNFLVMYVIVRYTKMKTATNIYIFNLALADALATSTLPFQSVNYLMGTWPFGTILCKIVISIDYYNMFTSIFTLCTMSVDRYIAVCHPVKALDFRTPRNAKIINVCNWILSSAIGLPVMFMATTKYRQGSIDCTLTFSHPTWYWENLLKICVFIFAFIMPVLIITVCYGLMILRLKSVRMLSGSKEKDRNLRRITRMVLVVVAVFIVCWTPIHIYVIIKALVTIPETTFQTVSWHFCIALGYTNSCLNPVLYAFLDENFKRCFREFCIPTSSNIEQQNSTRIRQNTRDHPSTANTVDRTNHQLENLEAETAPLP
# Target sequence (P41143 whole entry, looked up): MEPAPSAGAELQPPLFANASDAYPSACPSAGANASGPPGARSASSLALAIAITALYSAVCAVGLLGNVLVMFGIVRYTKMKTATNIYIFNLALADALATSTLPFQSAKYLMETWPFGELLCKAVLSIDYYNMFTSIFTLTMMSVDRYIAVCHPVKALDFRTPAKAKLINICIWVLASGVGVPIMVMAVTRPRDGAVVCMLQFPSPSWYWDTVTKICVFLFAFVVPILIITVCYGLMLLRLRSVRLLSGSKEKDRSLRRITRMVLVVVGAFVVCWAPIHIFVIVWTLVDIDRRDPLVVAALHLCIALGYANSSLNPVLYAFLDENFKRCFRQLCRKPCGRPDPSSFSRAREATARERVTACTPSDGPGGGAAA
# phage Ecoli inh = E. coli growth loss with phage present; growth absorbance; inhibition, % at 11.9 µM; 360,000 compounds, 0.26% hits; AID 651602; in the data active = inhibition above about 11%
# Pemphigus Ab inh = inhibitors of pemphigus antibody binding to human desmoglein-3 | P32926 | DSG3-coupled beads, scFv-anti-DSG3-GFP binding, flow cytometry; stronger effect = lower value | binding (percent of control), % at 10 µM | 310,000 compounds, 0.48% hits;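 active = binding more than 3 SD below its plate's average and above zero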; note: some compounds called inactive have numbers as strong as hits
# MOR-DOR inv ag = inverse agonists of human mu-delta opioid receptor heterodimerization; cell-based MOR-DOR heterodimer luminescence, inverse agonism; inhibition, % at 9.3 µM; 340,000 compounds, 0.21% hits; in the data active = inhibition above about 22%, passing the limit was not always enough;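 note: 0% = cells with DMSO and 100% = wells without cells with DMSO; values of inactives mirror those of a sister screen read the other way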
# AddAB inh = less growth of phage-infected E. coli with AddAB; AID 435030; E. coli expressing H. pylori AddAB, absorbance growth; 330,000 compounds, 0.29% hits; inhibition, % at 11.9 µM; in the data active = inhibition above about 12%;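 note: 0% = vehicle wells of infected cells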
# * = called active by the depositor; nt = not tested or not shown.
SMILES,PKA-R1A act,E coli growth,PfHsp90 set2,SUMO Mot1 rescue,HTR5A ag,HTR5A inv ag,OPRM1-OPRD1 ag,phage Ecoli inh,Pemphigus Ab inh,MOR-DOR inv ag,AddAB inh
CCN(C(=O)COC(=O)c1cc(S(=O)(=O)N2CCOCC2)c(Cl)cc1Cl)C1CCS(=O)(=O)C1 (centres undefined),nt,-1.6,13,-3,nt,nt,nt,3.1,97,nt,-0.9
Cc1cc(-c2nnc(CCC(=O)N(C)CCc3ccccc3)o2)no1,0,-3.2,4,nt,0,-10,-2.2,0.5,101,11,-1.3
CC1CCN(S(=O)(=O)c2cc(C(=O)Nc3ccccn3)ccc2Br)CC1,2,2.7,nt,0,-4,10,0.2,0.3,98,-1,1.2
COc1ccccc1OC(=O)c1ccc(SC)cc1OC,-9,0.6,4,-15,-2,-10,-1.8,0.9,98,10,1.7
COc1cc(CNCCNC(=O)c2nonc2N)ccc1OCc1ccc(Cl)cc1,-9,1.6,5,80,3,-8,0.3,2.3,nt,-1,2.5
COc1ccc(C(CNC(=O)c2cccc3cccnc23)N(C)C)cc1 (centres undefined),-1,0.1,-5,10,0,0,17,-0.3,110,-88,4.2
CC(=O)c1cccc(NC(=O)CSc2nnc(-c3ccc(S(=O)(=O)N4CCCC4)cc3)o2)c1,-3,-0.6,30,14,-4,1,1.5,-0.1,98,-8,0.9
CCOc1ccc(CNC(=O)CN2C(=O)CSc3ccc(S(=O)(=O)N4CCOCC4)cc32)cc1OC,0,-2.4,-11,2,-1,-3,-3.7,1.0,105,18,-1.0
CC(C)(O)C1=NOC(c2ccccc2)C1 (centres undefined),-12,-1.9,13,8,-2,9,-1.5,1.8,96,8,0.9
CCCCc1nnc(NC(=O)C(C)Sc2nc(O)c(Cc3ccccc3)c(=O)[nH]2)s1 (centres undefined),-1,-0.3,2,0,-1,2,-2.3,3.0,104,12,2.3
O=C(CCc1ccccc1)NCc1ccc(F)cc1,2,-1.0,2,2,-1,-7,0.2,1.9,113,-1,5.7
CC(C)NC(=O)N(C)C[C@H]1Oc2ccc(NS(=O)(=O)c3ccccc3)cc2C(=O)N([C@H](C)CO)C[C@@H]1C,-4,-1.2,2,8,7,4,-1.2,2.9,104,6,-1.1
Cc1ccc(NC(=O)CC2SCCNC2=O)cc1[N+](=O)[O-] (centres undefined),5,-0.6,-2,265,2,13,-1.2,0.9,106,6,1.3
Cc1cc(OC(=O)c2ccc(C(C)(C)C)cc2)c([N+](=O)[O-])c(=O)[nH]1,-12,-1.6,6,-6,2,-7,-2.1,2.1,nt,11,1.0
Nc1ccccc1SC1CC(=O)N(c2ccc3c(c2)OCO3)C1=O (centres undefined),nt,0.0,-2,0,nt,nt,nt,3.2,94,nt,3.3
COC(=O)c1cccc(NC2CC(=O)N(c3ccc(OC)c(OC)c3)C2=O)c1 (centres undefined),-10,0.0,-21,110,0,-4,-1.6,2.3,nt,10,1.5
COC(=O)C1=C(C)NC(=O)CC1c1ccccc1F (centres undefined),-9,1.6,17,-9,7,-9,-0.9,1.7,107,6,-0.1
COc1ccc(-c2[nH]ncc2C2N=C(N)Nc3nc4ccccc4n32)cc1 (centres undefined),-8,2.6,nt,38,4,-11,-0.5,3.5,116,3,1.9
CCOc1ccc(N(C)C(=O)CCc2nnc3ccc(N4CCCC4)nn23)cc1,-12,-0.2,1,-4,4,-4,-1.2,2.4,nt,6,1.2
CCOC(=O)c1ccc(NC(=S)N(CCN(C)C)Cc2cccs2)cc1,-2,0.1,nt,-5,-5,10,-0.2,1.9,116,1,3.5
COc1cccc(CN(C)C(=O)c2cc(S(=O)(=O)N3CCCCCC3)ccc2OC)c1,-4,-0.9,1,-15,0,-1,-2.2,-0.3,nt,9,-0.3
CC1CN(C(=O)COC(=O)c2cc3ccccc3cc2O)CC(C)O1 (centres undefined),-3,1.1,5,10,-1,14,-3.2,-0.4,103,12,0.8
O=C(Cc1ccccc1[N+](=O)[O-])c1ccc2c(c1)OCO2,7,nt,16,nt,1,-3,-2.1,3.6,91,11,nt
COc1cc(C(=O)Cc2nc3ccccc3n2C)cc(OC)c1OC,-6,1.4,25,-3,-4,5,2.8,1.8,88,-17,-0.2
CCCCNC(=S)N(C)/N=C/c1ccc2c(c1)OCO2,-7,-0.9,3,-12,4,14,6.1,4.3,84,-31,2.3
CCOc1ccc(C(=O)NCC(=O)OCC(=O)N2C(C)CCCC2C)cc1 (centres undefined),-8,-0.4,0,-1,1,7,-2.4,0.8,102,14,-1.1
CCCOc1c(Cl)cc(C(=O)NC)cc1OC,-16,1.3,-2,-2,0,-18,-0.6,-1.1,99,3,0.8
CC(NC(=O)[C@H](C)NC(=O)N1CCn2c1nc1ccccc12)c1ccccc1 (some centres undefined),-4,2.6,12,5,nt,nt,nt,1.0,nt,nt,3.2
Cc1noc(C)c1NC(=O)N(C)C[C@H]1Oc2ccc(NS(=O)(=O)c3ccccc3)cc2C(=O)N([C@H](C)CO)C[C@@H]1C,-3,0.1,4,-3,2,-6,1.2,3.5,104,-7,2.6
Cc1cccc(NC(=S)NC(=O)c2cccs2)n1,-4,2.3,-7,5,-2,7,-2.4,3.0,97,13,2.5
N#Cc1ccc(C(=O)OCC(=O)NC(=O)NCc2ccccc2)cc1,4,nt,nt,nt,0,16,-0.3,4.1,108,2,nt
Cc1ccn(CCC(=O)N2CCCC(CCC(=O)N3CCN(c4ccccn4)CC3)C2)n1 (centres undefined),2,-1.5,-4,1,1,-2,-1.6,4.3,107,8,3.0
COc1cccc(C(C(=O)NC2CCCC2)N(C(=O)c2csnn2)C2CC2)c1 (centres undefined),-4,-1.8,-9,-19,3,2,-3.7,0.3,104,23,2.5
COc1ccc2nc(C)cc(SCC(=O)NNC(=O)COc3ccc(C)cc3)c2c1,-6,-0.1,-20,7,10,-28,2.5,3.1,99,-11,1.5
S=C(N/N=C/c1ccc2c(c1)OCO2)NC1CC2CCC1C2 (centres undefined),nt,-0.3,7,10,nt,nt,nt,5.0,97,nt,0.4
O=C(Nc1ccc(Cl)c(S(=O)(=O)N2CCOCC2)c1)c1ccncc1,-1,0.1,nt,-10,2,-8,-0.7,3.3,100,4,-1.2
O=C(COc1ccc(Cl)cc1)N1CCN(C(=O)c2ccccc2F)CC1,-8,4.2,5,3,0,-1,-0.4,1.3,nt,3,1.4
Cc1ccccc1/C=N/NC(=O)CSc1nc2ccccc2o1,-2,-3.7,-9,-15,5,7,5.2,1.5,108,-25,1.1
O=C1CCC/C1=C\Nc1ccc(Cl)c([N+](=O)[O-])c1,-6,0.5,2,3,0,5,-2.2,1.0,nt,11,0.9
COC(=O)c1cccc(NC(=S)N2CCN(c3ccccc3F)CC2)c1,7,1.3,5,145,3,0,-0.9,3.7,94,4,2.2
COc1ccc(OC)c(N=c2oc3c(OC)cccc3cc2C(=O)NCc2ccco2)c1,-16,-0.8,13,295,1,4,-1.9,3.2,110,10,3.4
COc1cccc2cc(C(=O)NNC(=O)c3ccc(Br)cc3)c(=O)oc12,-4,1.7,-8,-1,2,11,-1.5,3.1,101,8,-1.7
O=C(Nc1ccccc1O)N1c2ccccc2Sc2ccccc21,-8,0.8,7,-19,-1,4,1.5,2.0,89,-7,1.9
CC(=O)N1CCc2cc(S(=O)(=O)CCC(=O)N(C)Cc3ccco3)ccc21,3,0.4,4,3,2,-3,-2.3,3.3,nt,12,0.3
CS(=O)(=O)N(CC(=O)Nc1ccccc1-c1ccccc1)c1ccccc1,1,0.0,-23,1,1,-3,-1.4,5.2,96,7,1.9
COC(=O)c1ccc(C)c(NC(=O)CN(c2ccccc2)S(=O)(=O)N(C)C)c1,-4,3.0,14,-19,-1,2,-2.4,2.1,97,14,3.1
CC(NC(=O)C1CCCO1)c1ccccc1 (centres undefined),-10,0.6,3,-14,6,-6,2.2,-0.5,102,-12,0.7
C#CCOCCOCCOCCNc1nc(N2CCOCC2)nc(N2CCN(C(=O)[C@H](Cc3cc4ccccc4[nH]3)n3cc([C@@H](N)C(C)CC)nn3)CC2)n1 (some centres undefined),-6,-1.5,-11,-15,9,-1,-3.3,1.4,105,18,1.6
O=[N+]([O-])c1ccc(Oc2cccc(C(F)(F)F)c2)nc1,-5,-0.4,19,13,-1,21,-4.0,3.9,nt,19,-1.1
CCCN1CCN(CCCNC(=O)Cn2ncc3c4ccccc4n(C)c3c2=O)CC1,-3,-0.9,1,-8,9,-26,-3.5,0.8,104,18,0.0
# Next section:
SMILES,PKA-R1A act,E coli growth,PfHsp90 set2,SUMO Mot1 rescue,HTR5A ag,HTR5A inv ag,OPRM1-OPRD1 ag,phage Ecoli inh,Pemphigus Ab inh,MOR-DOR inv ag,AddAB inh
COc1ccc(C2=NS(=O)(=O)N(C)C(C(=O)NCc3ccc4c(c3)OCO4)=C2)cc1OC,11,0.4,10,0,5,-16,-0.5,2.4,63*,3,1.0
O=C1CC(=C(c2ccccc2)c2ccccc2)C(=O)N1CCCCN1CCN(c2ccccc2)CC1,-1,-3.6,-6,-6,-2,-10,3.9,0.4,110,-22,-3.5
Cc1cc(NC(=O)Cn2nc(C)c([N+](=O)[O-])c2C)no1,-1,-0.2,10,8,1,9,-3.6,0.3,88,18,-1.5
Cc1c(NC(=O)C(C)OC(=O)c2nc(Cl)ccc2Cl)c(=O)n(-c2ccccc2)n1C (centres undefined),-5,-0.2,-3,1,4,13,-1.2,-1.0,nt,7,1.1
CCOC(=O)c1c(C)[nH]c(C(=O)N2CCN(C(=O)OCC)CC2)c1C,10,-1.4,33,3,12,-33,-2.6,-0.9,92,16,1.0
N#Cc1c(Nc2ccccc2)sc(C(=O)C2CC2)c1N,4,-0.9,-9,13,1,-3,-2.9,2.9,93,15,2.6
COc1ccc(OC)c(S(=O)(=O)n2ccnc2C(C)C)c1,-1,-0.3,-3,0,14,-39,-1.1,0.9,112,5,2.0
CCOc1ccc(C(=O)CCC(=O)N2CCN(c3ccccc3O)CC2)cc1,0,1.7,-9,18,-2,6,-3.5,2.2,107,14,1.2
O=C(COC(=O)c1ccccc1[N+](=O)[O-])NC(=O)c1ccccc1,2,1.7,15,1,0,-2,-3.4,5.7,101,16,3.1
COc1ccc(Nc2nc(N)c(C(=O)c3ccc(F)cc3)s2)cc1,-8,-0.5,-51,20,2,-8,-1.9,1.7,99,10,5.5
O=C(C1CC1)N1CCc2cc(Br)cc(S(=O)(=O)N3CCOCC3)c21,-12,-0.5,nt,-7,9,-23,-1.8,-0.1,nt,11,1.1
COc1ccc(OCC(O)COc2ccc(OC)cc2)cc1,5,0.1,7,-1,-1,-12,0.0,2.1,105,0,1.9
CC1(C)Cc2c(sc3nc4n(-c5ccccc5)c(=O)c(CCC(=O)O)nn4c(=O)c23)CO1,-17,0.8,-16,-16,7,-21,1.5,1.7,101,-8,0.5

# Screening results as filed in PubChem BioAssay.

# Rows are unselected; overall some 3.2% were active at least once.
